# DSG3 Ab inh: inhibitors of pemphigus antibody binding to DSG3, primary screen, biochemical, bead-based, flow cytometry, scFv-GFP; DSG3-coupled beads, scFv-anti-DSG3-GFP binding; active compounds read low; Desmoglein-3 (Homo sapiens), P32926; binding (percent of control), % at 10 µM; actives 0.48% (n = 310,000);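 active = binding more than 3 SD below its plate's average and above zero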;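 also: hits lower antibody fragment binding to DSG3; some compounds called inactive have numbers as strong as hits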
# Target sequence (P32926 whole entry, looked up, the tested form may be a part): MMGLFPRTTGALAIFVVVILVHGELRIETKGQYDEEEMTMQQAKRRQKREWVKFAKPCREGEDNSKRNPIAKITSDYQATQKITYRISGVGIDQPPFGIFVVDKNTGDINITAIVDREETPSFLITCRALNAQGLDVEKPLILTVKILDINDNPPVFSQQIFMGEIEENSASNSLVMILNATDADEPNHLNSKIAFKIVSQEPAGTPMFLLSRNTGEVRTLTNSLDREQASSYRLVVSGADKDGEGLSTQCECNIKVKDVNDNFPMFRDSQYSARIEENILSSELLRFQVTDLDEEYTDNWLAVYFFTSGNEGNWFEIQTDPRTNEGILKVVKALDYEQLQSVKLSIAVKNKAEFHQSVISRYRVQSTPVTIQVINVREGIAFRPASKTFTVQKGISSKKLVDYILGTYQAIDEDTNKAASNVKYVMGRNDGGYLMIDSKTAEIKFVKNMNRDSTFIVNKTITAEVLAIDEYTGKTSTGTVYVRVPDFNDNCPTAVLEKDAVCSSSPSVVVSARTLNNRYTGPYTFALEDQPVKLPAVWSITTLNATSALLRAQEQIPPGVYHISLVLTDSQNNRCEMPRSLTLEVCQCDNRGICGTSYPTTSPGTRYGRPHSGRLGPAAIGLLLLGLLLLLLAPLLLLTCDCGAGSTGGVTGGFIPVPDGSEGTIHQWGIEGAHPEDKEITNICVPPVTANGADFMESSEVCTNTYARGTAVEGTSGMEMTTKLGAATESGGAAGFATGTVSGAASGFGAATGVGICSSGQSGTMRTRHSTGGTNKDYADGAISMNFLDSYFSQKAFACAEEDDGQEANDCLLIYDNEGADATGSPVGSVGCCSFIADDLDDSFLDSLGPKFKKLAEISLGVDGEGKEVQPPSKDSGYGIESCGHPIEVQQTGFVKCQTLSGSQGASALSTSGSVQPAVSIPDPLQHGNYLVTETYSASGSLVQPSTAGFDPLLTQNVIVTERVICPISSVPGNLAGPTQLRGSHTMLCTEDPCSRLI
# SUMO Mot1 rescue: yeast Mot1-301 growth rescue at high temperature, primary screen, SUMOylation pathway inhibitor project, S. cerevisiae, ATP luminescence, 38.5C | growth rescue, % at 18.8 µM | actives 1% (n = 320,000) | S. cerevisiae Mot1-301 growth rescue; percent above DMSO median, 100 means doubled;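 active = every valid replicate shows activation above 250% relative to neutral control wells; inactive = the rest, any valid replicate at or below 250%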;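 also: OY570 slx delta 5 strain wells were the positive control but not used for scaling; some compounds called inactive have numbers as strong as hits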
# AddAB inh: growth inhibition of E. coli expressing H. pylori AddAB, primary screen, AddAB inhibitor project, absorbance. AID 435030, 2010. inhibition, % at 11.9 µM. actives 0.29% (n = 330,000); in the data active = inhibition above about 12%;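 also: 0% = vehicle wells of infected cells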
# E coli growth: E. coli V3065 growth inhibition, primary screen, counter-screen for AddAB inhibitor project, absorbance, OD600. 18 h. inhibition, % at 11.9 µM. actives 0.27% (n = 330,000). AID 449728, 2010;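 active = inhibition above the campaign's mean inhibition across all tested compounds plus 3 SD, cut at about 9.9% in these data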;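 also: uninfected addAB+ strain grown without phage in ampicillin broth; 0% = DMSO wells and 100% = ciprofloxacin 0.95 µg/ml wells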
# OPRM1-OPRD1 ag: agonists of OPRM1-OPRD1 heterodimerization, primary screen, cell-based, luminescence. Mu-type opioid receptor (Homo sapiens) + Delta-type opioid receptor (Homo sapiens), …. cells. activation, % at 9.3 µM. actives 0.3% (n = 340,000). AID 504326, 2011; in the data active = activation above about 18%;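 also: 0% = vehicle-treated cells and 100% = reference agonist; values of inactives mirror those of a sister screen read the other way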
# HTR5A ag: HTR5A agonists in luminescence cell assay, primary screen, counter-screen for OPRM1-OPRD1 heterodimer agonist project, full-deck HTS. cell-based. activation, % at 9.3 µM. actives 0.61% (n = 340,000). AID 504692, 2011; in the data active = activation mostly above about 9.5%, no sharp cut-off; inactive = mostly below about 7.6%;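 also: 0% = cells with vehicle only and 100% = reference agonist; strong numbers were not always called active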
# PKA-R1A act: activators of PKA-R1A holoenzyme, primary screen, biochemical, fluorescence polarization, Cy5-IP20, bovine R1A, mouse PKAc | cAMP-dependent protein kinase type I-alpha regulatory subunit (Bos taurus) + … | PKA-R1A dissociation; scaled: DMSO 0%, 113 µM cGMP 100% | activation, % at 11.4 µM | actives 0.083% (n = 340,000) | AID 504707, 2011;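 active = percent activation above the mean of all tested compounds plus 3 SD, cut at about 19% in these data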;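 also: higher means more PKAc released from R1A so a rise in polarization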
# HTR5A inv ctr: HTR5A inverse agonists in luminescence cell assay, primary screen, counter-screen for OPRM1-OPRD1 heterodimer inverse agonist project, full-deck HTS | HTR5A cell line, inverse agonism | inhibition, % at 9.3 µM | actives 0.083% (n = 340,000) | AID 504634, 2011; in the data active = inhibition mostly above about 23%, no sharp cut-off; inactive = mostly below about 18%;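 also: 0% = cells with DMSO and 100% = no-cell wells with DMSO; some compounds called inactive have numbers as strong as hits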
# OPRM1-OPRD1 inv: inverse agonists of MOR-DOR heterodimerization, primary screen, cell-based, luminescence. Mu-type opioid receptor (Homo sapiens) + Delta-type opioid receptor (Homo sapiens), …. cell-based MOR-DOR heterodimer luminescence, inverse agonism. inhibition, % at 9.3 µM. actives 0.21% (n = 340,000). AID 504357, 2011; in the data active = inhibition above about 22%, passing the limit was not always enough;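 also: 0% = cells with DMSO and 100% = wells without cells with DMSO; values of inactives mirror those of a sister screen read the other way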
# PfHsp90 set2: growth inhibition of PfHsp90-expressing yeast, primary screen, antimalarial PfHsp90 inhibitor project, S. cerevisiae, BacTiter-Glo luminescence, single point, set 2; inhibition, % at 9.4 µM; actives 0.32% (n = 310,000); BacTiter-Glo ATP, 48 h; yeast lacking PDR1 and PDR3 efflux regulators; AID 504621, 2011;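 active = every replicate shows inhibition above about 80%, whatever the replicate mean, limit read from the data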;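 also: 0% = DMSO neutral controls and 100% = 20 µM radicicol positive controls; yeast relying on Plasmodium falciparum Hsp90 in place of its own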
# phage Ecoli inh: growth loss of phage-infected E. coli, primary screen, RecBCD inhibitor project, absorbance, with phage, HTS | actives 0.26% (n = 360,000) | inhibition, % at 11.9 µM | AID 651602, 2012; in the data active = inhibition above about 11%
# Numbers without * were called inactive; i = inactive; / = no result given. Not all compounds are listed. The share of hits here may be higher or lower than overall.
SMILES,DSG3 Ab inh,SUMO Mot1 rescue,AddAB inh,E coli growth,OPRM1-OPRD1 ag,HTR5A ag,PKA-R1A act,HTR5A inv ctr,OPRM1-OPRD1 inv,PfHsp90 set2,phage Ecoli inh
O=C1NC(=S)NC(=O)C1=Cc1c(Cl)cccc1Cl,102,/,/,/,-0.2,4,-3,-17,1,6,-0.9
NCCc1ccc(S(=O)(=O)F)cc1,109,-10,1.3,0.2,-0.2,0,1,1,1,4,4.5
CCOC(=O)C1(CCc2ccccc2)CCN(C(C)CSC)CC1 (centres undefined),113,14,-0.9,-0.4,12,-3,3,10,-60,6,1.5
COC(=O)C1=C(c2ccc(S(C)(=O)=O)cc2)C[C@@H]2CC[C@H]1N2C(=O)N1CCC(O)CC1,98,4,0.6,1.6,-0.2,6,-20,-17,1,14,0.5
CCN(CC)c1ccc(CC2C(=O)N(C)C(=O)N(C)C2=O)cc1,132,6,0.6,1.7,-1.1,3,5,-32,6,10,/
O=C(N/N=C/c1c(O)n(Cc2ccccc2)c(=O)[nH]c1=O)c1ccccc1O,124,-13,5.8,-0.1,-3.5,1,-16,-37,19,7,4.5
Fc1c(F)c(F)c(N2CCNCC2)c(F)c1F,110,12,-0.7,1.1,-0.5,-8,-6,20,2,20,1.1
Cc1ccccc1-[n+]1c(-c2ccccc2)cc(-c2ccccc2)cc1-c1ccccc1,108,-12,2.4,-2.4,-2.2,-3,-4,-27,12,6,2.1
NNC(=O)c1nc[nH]c1C(=O)Nc1ccc(Cl)cc1C(=O)c1ccccc1,90,83,/,/,-2.0,6,-11,-24,10,-16,-0.2
CC(Cc1ccccc1)N1C(=O)c2ccccc2C1=O (centres undefined),92,9,2.0,1.9,-0.4,-1,2,4,2,13,4.3
Clc1cc(Cl)c(-c2cc(Cl)c(Cl)cc2Cl)cc1Cl,103,-25,1.4,-1.4,-3.2,4,-1,-19,17,-1,2.9
CCCCn1c(O)c(/C=N/NC(=O)c2ccncc2)c(=O)[nH]c1=S,97,6,0.7,0.2,-2.9,-6,-1,-26,15,-4,1.0
CCCCn1c(O)c(C(C)=NC(Cc2c[nH]c3ccccc23)C(=O)OC)c(=O)[nH]c1=O (centres undefined),104,3,4.7,2.1,-2.2,1,-6,-7,10,/,2.5
Cn1ccnc1P(=S)(c1nccn1C)c1nccn1C,96,462,0.5,2.5,0.3,7,9,-17,-2,0,0.9
C[C@]12CC[C@H](O)C[C@@H]1CC[C@@H]1[C@@H]2CC[C@]2(C)[C@@H](C(=O)O)C[C@@H]12,108,4,-0.1,-2.1,0.9,5,-6,-1,-5,-102,1.0
Cc1nc2cc([N+](=O)[O-])ccc2c(=O)n1-c1cccc(Br)c1,110,6,0.4,0.2,3.6,1,-16,-6,-19,9,-0.2
CCCCOc1ccc(CN2CCN(CCO)CC2)cc1,99,38,-0.3,-1.2,-2.2,0,-2,2,12,13,0.9
N#CCN1CCN(c2ccc(C(F)(F)F)cc2)CC1,98,0,2.6,2.9,-1.4,3,-7,-24,8,-1,5.0
CCCCn1c(C)c(C(=O)O)c2cc(OC)c3ccccc3c21,116,-8,-3.9,3.6,0.3,1,0,-2,-2,-1,1.1
COC(=O)C1=C(c2ccc(-c3ccccc3)c(F)c2)C[C@@H]2CC[C@H]1N2C(=O)NCC1CC1,95,-18,2.1,3.2,-2.8,-1,2,-52,15,21,3.4
COC(=O)C1=C(c2ccc(F)cc2OCc2ccccc2)C[C@@H]2CC[C@H]1N2C(=O)NC1CCCCC1,104,11,0.4,-0.2,-0.3,13,2,-15,2,-17,-0.8
CC(C)(C)c1ccc(O)c(CN2CCN(c3ccccc3)CC2)c1,/,19,-0.1,-1.1,0.5,0,-6,0,-3,11,0.7
O=C(Nc1ccc(Cl)cc1C(=O)c1ccccc1)c1ccco1,103,10,4.3,2.5,5.0,0,-10,-6,-29,/,0.5
Cc1ccc(-n2c(O)c(C=NCCN(C)C)c(=O)[nH]c2=O)cc1,106,8,1.9,-0.8,-1.0,-1,-5,0,7,-16,2.0
O=c1[nH]c(=O)n(CCC2=CCCCC2)c(O)c1C=NCCN1CCNCC1,/,-2,0.4,-0.9,-2.2,0,-11,-20,11,-19,1.1
O=C1NC(c2cccnc2)Nc2sc3c(c21)CCCC3 (centres undefined),105,-3,-1.1,-0.7,0.3,-1,-2,-20,-1,4,1.7
O=C(NCCCn1ccnc1)C(Cl)(Cl)Cl,105,-8,2.2,-0.9,0.2,4,7,11,-1,7,1.1
C[N+](C)(C)c1ccccc1,99,351,-2.8,-1.2,-2.7,0,-3,0,15,2,4.2
S=C(NCCc1ccccc1)NCCc1cnc[nH]1,103,-8,0.8,0.3,-3.1,2,-6,-6,15,2,1.3
C[C@]12CCC3C(CC[C@H]4C[C@@H](O)CC[C@]34C)C1[C@H]1CN=N[C@H]1[C@@H]2O (some centres undefined),97,8,-1.6,-2.6,-0.3,-1,-4,5,1,6,1.3
COc1ccc(C)cc1NC1=NCCCS1,100,-18,2.8,2.4,0.4,1,2,-4,-2,2,8.1
CN1C(=O)N(C)C(=O)C2(Cc3cc(NC(=O)c4ccc(F)cc4)ccc3N3CCCC32)C1=O (centres undefined),101,14,4.0,-1.9,1.1,1,0,-5,-6,-11,-2.0
Cn1c(=O)cc(OCC(=O)N2CCN(C3CCCCC3)CC2)c2ccccc21,107,4,6.4,1.1,-2.7,-1,2,2,14,-18,0.6
CN1CCCC(C(=O)c2ccc(-c3ccccc3)cc2)C1 (centres undefined),97,8,3.3,-0.6,-0.6,-1,1,4,3,-7,0.1
COC(=O)CSC1=NP(=S)(SCC(=O)OC)N2CCCC2=C1C#N (centres undefined),94,2,-0.8,-3.1,-1.8,2,-8,-7,10,11,1.9
COC(=O)C1=C(c2cccc(C#N)c2)C[C@@H]2CC[C@H]1N2C(=O)NCCOc1ccccc1,101,0,1.4,1.6,-1.2,2,-8,-13,7,-1,0.5
CCc1ccc(OCC(=O)N2CCN(Cc3ccc4c(c3)OCO4)CC2)cc1,105,190,-1.6,-2.7,2.5,4,-15,-11,-13,-14,1.4
COC(=O)C1(C(=O)O)Cc2cc([N+](=O)[O-])ccc2N2CCCC21 (centres undefined),97,-13,0.5,0.3,-1.8,-2,-16,7,9,-7,-0.9
CN(C)C(CNC(=O)Cc1c(Cl)cccc1Cl)c1ccccc1 (centres undefined),104,223,0.4,2.9,145*,1,13,-3,i,10,4.3
CC(=NCC1CCCO1)c1c(O)n(C)c(=O)n(C)c1=O (centres undefined),101,-23,4.1,-0.4,-2.8,-2,6,-10,13,/,4.3
c1ccc(-c2ccncc2)cc1,108,/,1.6,-1.1,-2.4,-4,-2,5,12,15,1.1
O=[N+]([O-])c1ccc(NC2CCCC2)c2ccncc12,137,-3,2.5,0.6,4.7,-1,-4,-5,-39,-2,/
N#Cc1ccc(/C=C/C(=O)O)cc1,94,-20,-1.8,-1.1,-2.9,3,-13,-6,15,20,2.2
Cc1nn(Cc2ccccc2)c(C)c1C(=O)NC1CCCc2ccccc21 (centres undefined),105,9,1.5,-0.8,-0.3,-1,-6,-21,2,0,5.1
CN(C)C(=O)Oc1c(Cl)cc(Cl)c2cccnc12,94,-16,0.8,-0.6,-2.0,6,4,-17,11,10,1.8
CCCC(C)C1(CC)C(=O)NC(=Nc2ccccc2OC)NC1=O (centres undefined),103,-27,0.4,2.1,-2.7,-3,-6,-4,15,/,0.0
O=C(C1CCC(=O)N1Cc1ccc(F)cc1)N1CCC2(CC1)OCCO2 (centres undefined),102,10,5.6,1.0,-1.9,2,-3,-30,10,-15,3.3
CN1CCN(c2nc3ccccn3c(=O)c2C=C2C(=O)N(C)C(=O)N(C)C2=O)CC1,95,44,1.4,-1.9,-0.4,2,-10,-4,2,-1,/
CC12CN3CC(C)(CN(C1)C31CCSCC1)C2=O,108,-11,1.4,0.2,-1.2,0,-6,1,7,-9,3.0
O=C1NC(=O)N(CCC2=CCCCC2)C(=O)/C1=C\c1cccs1,115,-29,2.3,-0.3,-0.2,4,-8,7,1,16,1.7

# In the list so far, 3 have an aryl methoxy group:
SMILES,DSG3 Ab inh,SUMO Mot1 rescue,AddAB inh,E coli growth,OPRM1-OPRD1 ag,HTR5A ag,PKA-R1A act,HTR5A inv ctr,OPRM1-OPRD1 inv,PfHsp90 set2,phage Ecoli inh
CCCCn1c(C)c(C(=O)O)c2cc(OC)c3ccccc3c21,116,-8,-3.9,3.6,0.3,1,0,-2,-2,-1,1.1
COc1ccc(C)cc1NC1=NCCCS1,100,-18,2.8,2.4,0.4,1,2,-4,-2,2,8.1
CCCC(C)C1(CC)C(=O)NC(=Nc2ccccc2OC)NC1=O (centres undefined),103,-27,0.4,2.1,-2.7,-3,-6,-4,15,/,0.0

# (further entries)
SMILES,DSG3 Ab inh,SUMO Mot1 rescue,AddAB inh,E coli growth,OPRM1-OPRD1 ag,HTR5A ag,PKA-R1A act,HTR5A inv ctr,OPRM1-OPRD1 inv,PfHsp90 set2,phage Ecoli inh
COc1ccc(CCNCc2ccc(Br)cc2)cc1OC,100,-6,-1.7,-0.9,-1.6,-4,1,14,7,-11,1.2
CN1C(=O)NC(=O)/C(=C/c2ccc([N+](=O)[O-])o2)C1=O,103,-22,3.3,1.6,/,/,/,/,/,/,2.2
Oc1ccccc1Cl,101,/,4.1,2.2,-2.1,2,-18,-10,12,21,2.6
COc1ccc(C(O)P(=O)(Oc2ccccc2)Oc2ccccc2)cc1 (centres undefined),94,317,2.5,0.6,-3.0,-1,-8,3,16,38,1.6
N#CCCn1cc(C(=O)Nc2ccc([N+](=O)[O-])cc2)c(-c2ccc3c(c2)OCCO3)n1,99,6,2.4,-3.0,-2.4,0,1,-2,13,7,2.8
COc1ccc(CNCCc2c[nH]c3ccccc23)c(OC)c1OC,131,7,1.8,-0.5,0.1,2,-11,-8,0,5,2.3
CCC(=O)Nc1ccc(N2CCN(CC)CC2)c(Cl)c1,100,-4,5.0,3.8,0.3,1,9,4,-2,-19,4.6
C[C@]12CC[C@H](O)CC1C(=O)CC1C2CC[C@@]2(C)C1CC[C@@H]2O (some centres undefined),99,-7,2.2,2.2,-0.8,1,-5,-3,3,9,-0.2
CN(C)C(=O)Oc1cccc(NC(=O)c2ccccc2C(F)(F)F)c1,/,-5,2.7,3.6,-2.6,9,-16,-24,13,1,0.1
O=c1[nH]c2ccccc2o1,/,1,5.0,0.2,-3.1,-3,-9,11,16,-23,1.3

# Screening results deposited in PubChem by several laboratories.
